GLP-1R agonist = activates the human GLP-1 receptor; Potency, µM (top dose mostly 45.6 µM), inactives show top-dose activation, hits mostly activators; 380,000 compounds, 0.007% hits; HEK293 GLP-1R CRE-luciferase, luminescence, 4-6 h; cells express a hypersensitive GLP-1R form; note: potency is the fitted concentration of half-maximal effect; % of control where 0% means no effect
GLP1R cytotox = cytotoxicity in counter-screen for GLP-1R inverse agonists; HEK293 cAMP-luciferase reporter cells, luminescence, 24 h; Potency, µM (doses to about 38.3 µM), without a hit: at the highest dose activity change, negative = inhibition, hits mostly inhibitors; 410,000 compounds, 0.13% hits; AID 624418;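 note: loss of luciferase light is scored as toxicity; potency is the fitted concentration of half-maximal effect; % is set by controls: 0 for no effect and ±100 for the full control effect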
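Quantitative HTS format, 1536 wells, 200 cells/uL seeded. Compounds: 23 nL, 24 h, 37 °C. Detection: luciferase reagent, luminescence at 12 min RT; decreased signal taken as cytotoxic.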
DRD3 antagonist = blocks the human D3 dopamine receptor. D3R cells, DiscoveRx beta-arrestin luminescence, antagonist mode; stronger effect = lower value. max response, negative = inhibition, %. 360,000 compounds, 2.5% hits. AID 652054; in the data active = max response below about -50%; inconclusive = no clear call, values can overlap the other calls; note: % is set by controls: 0 for no effect and ±100 for the full control effect; mostly tested at two doses, the higher about 12 µM
Target sequence (P35462 whole entry, looked up): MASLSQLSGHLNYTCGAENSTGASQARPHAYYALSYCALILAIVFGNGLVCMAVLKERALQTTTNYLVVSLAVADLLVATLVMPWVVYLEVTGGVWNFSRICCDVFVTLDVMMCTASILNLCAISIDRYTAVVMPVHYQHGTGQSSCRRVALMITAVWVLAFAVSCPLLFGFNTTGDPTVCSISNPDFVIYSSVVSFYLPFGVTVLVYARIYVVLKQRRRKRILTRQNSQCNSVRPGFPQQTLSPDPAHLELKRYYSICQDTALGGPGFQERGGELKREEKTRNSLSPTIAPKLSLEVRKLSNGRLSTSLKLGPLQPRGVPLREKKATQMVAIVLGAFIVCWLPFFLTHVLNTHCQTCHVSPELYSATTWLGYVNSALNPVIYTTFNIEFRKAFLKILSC
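Cells expressing the human receptor were seeded at 1500 cells/well, incubated overnight at 37 degrees C in 5% CO2, then exposed to library compounds with dopamine controls for 90 minutes at 37 degrees C before luminescent detection.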
GLP-1R inv ag = GLP-1 receptor (human) inverse agonism; P43220; HEK293 GLP-1R CRE-luciferase, luminescence, 24 h; GLP-1R form is constitutively active; Potency, µM (titrated, usually from 38.3 µM), without a hit: at the top dose activity change, negative = inhibition, usual class: inhibitors; 410,000 compounds, 1.6% hits; AID 624417; note: potency is the fitted concentration of half-maximal effect; % is set by controls: 0 for no effect and ±100 for the full control effect; nearly all actives have a fitted effect of over 55% in size
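Cells are plated, allowed 12 hours at 37 deg C, then treated with compounds for 24 hr before luciferase detection reagent is added and luminescence is read after 12 min at room temperature. The HEK293 line carries constitutively active GLP-1R with a cAMP-responsive reporter.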
KB-V1 MDR tox = KB-V1 MDR subline cytotoxicity | KB-V1 MDR cells viability, CellTiter-Glo, 72 h | Potency, µM (doses to about 46.1 µM), inactives show top-dose activity change, negative = cytotoxicity, actives largely listed as cytotoxic | 400,000 compounds, 3.4% hits | AID 1347076; note: potency is the fitted concentration of half-maximal effect; % is set by controls: 0 for no effect and ±100 for the full control effect; nearly all actives have a fitted effect of over 60% in size
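Compound-treated KB-V1 multidrug-resistant cells, 72 h, 37 degrees C; viability by CellTiter-Glo. Fitted qHTS curves give the values.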
PTHR1 ag = activates the human parathyroid hormone receptor PTHR1; 410,000 compounds, 0.075% hits; Potency, µM (top dose mostly 115 µM), inactives show top-dose activation, most hits filed as activators; HEK293 GP2 PTHR1 cells, GloSensor cAMP luminescence, 1 h; Q03431; AID 743266; note: potency is the fitted concentration of half-maximal effect; nearly all actives have a fitted effect of over 55% in size; some results filed as inactive show a strong effect at the top dose; inactives centre near -15; many of its hits are not listed in these tables
Target sequence (Q03431 whole entry, looked up): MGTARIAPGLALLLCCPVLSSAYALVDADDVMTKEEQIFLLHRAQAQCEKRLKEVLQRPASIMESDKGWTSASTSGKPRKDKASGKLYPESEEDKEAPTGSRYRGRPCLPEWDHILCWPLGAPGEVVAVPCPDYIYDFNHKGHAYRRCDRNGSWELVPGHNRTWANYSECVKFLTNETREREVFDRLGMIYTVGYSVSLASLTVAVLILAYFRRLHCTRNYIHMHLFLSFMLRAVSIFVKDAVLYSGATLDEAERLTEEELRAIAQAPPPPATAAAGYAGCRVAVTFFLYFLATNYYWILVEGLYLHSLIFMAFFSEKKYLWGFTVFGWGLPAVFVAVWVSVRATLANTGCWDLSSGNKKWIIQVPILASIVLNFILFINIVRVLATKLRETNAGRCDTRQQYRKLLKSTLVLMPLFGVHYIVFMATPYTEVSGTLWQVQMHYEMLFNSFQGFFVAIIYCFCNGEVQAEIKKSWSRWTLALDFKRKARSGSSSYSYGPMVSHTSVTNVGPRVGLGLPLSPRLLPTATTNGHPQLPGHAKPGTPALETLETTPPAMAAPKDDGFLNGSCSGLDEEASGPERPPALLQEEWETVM
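HEK-293-derived GP2 cells expressing PTHR1 and a GloSensor cAMP reporter, 3,000/well, plated overnight, given luciferin plus IBMX (each 0.5 mM as added) for 1 h at 37 °C, then compound for 1 h at 37 °C. Luminescence was read after 15 min at room temperature.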
DRD3 agonist = D3 dopamine receptor (human) agonism; P35462; D3R DiscoveRx beta-arrestin cells, luminescence, 90 min; max activation, %; 410,000 compounds, 0.58% hits; in the data active = max activation above about 30%; note: 0% is about no effect; mostly tested at two doses, the higher about 12 µM
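Agonist mode: compounds and dopamine controls were applied to plated cells for 90 min at 37 degrees C after an overnight attachment at 1500 cells/well. Luminescent read-out followed 30 - 60 minutes at room temperature with DiscoveRx detection reagent.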
TDP-43 yeast inh = rescues yeast growth from TDP-43 toxicity. TDP-43 expressing yeast growth rescue, BacTiter-Glo, 24 h. Potency, µM (titrated, usually from 46.1 µM), inactives show top-dose growth rescue (activation), hits mostly activators. 410,000 compounds, 1.8% hits. AID 652104; note: potency is the fitted concentration of half-maximal effect; % of control where 0% means no effect; nearly all actives have a fitted effect of over 50% in size
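Luminescence from BacTiter-Glo reports growth of TDP-43-expressing yeast after 24 hr at 30 deg C with compound. Cells were raffinose-pregrown to mid-log, then seeded in galactose medium at OD600=0.02.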
aSyn yeast inh = inhibitors of alpha-synuclein toxicity in yeast; Yeast expressing alpha-synuclein, growth rescue, BacTiter-Glo, 24 h; Potency, µM (top dose mostly 46.1 µM), for inactives: top-dose growth rescue (activation), hits mostly activators; 370,000 compounds, 0.14% hits; note: potency is the fitted concentration of half-maximal effect; % of control where 0% means no effect; nearly all actives have a fitted effect of over 65% in size
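Rescue of yeast growth: cells expressing toxic alpha-synuclein, induced in galactose at OD600 0.02, incubated with compound 24 h at 30 C. ATP luminescence quantified growth; inhibitors of toxicity appear as activators.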
Active calls of the source: *; i = inactive; u = inconclusive; x = not tested or not shown; & = joins results of further samples; ! = not active in a repeat; [ ] = dose if it differs, or a comment. Unless noted, calls come from the whole dose curve; as a rule, active = well fitted curve in the direction sought with a large enough effect; inconclusive = small, poorly fitted or top-dose-only effect, or another doubt; inactive = no such curve, though single readings can be large; an effect the other way counts as inactive or inconclusive.

SMILES | GLP-1R agonist | GLP1R cytotox | DRD3 antagonist | GLP-1R inv ag | KB-V1 MDR tox | PTHR1 ag | DRD3 agonist | TDP-43 yeast inh | aSyn yeast inh
CN1CCN(C(CNC(=O)c2ccccc2)c2ccc3c(c2)OCO3)CC1 (stereo not drawn) | x | -11.3% | x | 6.2% | 8.5% | -22.1% | -14.4 | 18.0% | x
CC/C(C)=N\NC(=O)CNC(=O)c1ccc(Cl)cc1Cl | 3.1% | -16.8% | 0.1 | -38.7% | -0.9% | -15.0% | -8.4 | -1.4%[0.397 µM] | 0.2%
O=S(=O)(c1ccc(NCCCO)nc1)N1CCOCC1 | -2.8% | 9.9% | -11.3 | 17.0% | 16.6% | i | 4.6 | u | 4.3%
CCN(CC(=O)Nc1ccccc1OC)C(=O)/C=C/c1cccs1 | 14.5% | 3.6% | -5.3 | -11.9% | -7.2% | i | 0.1 | -19.1% | -0.9%
COc1ccc(N2CCN(C(=O)CNC(=O)c3ccc4ccccc4c3)CC2)cc1 | 6.4% | -7.6% | 1.2 | -3.5% | u | -8.9% | 4.0 | 5.5% | 0.4%[1.84 µM]
COc1ccc(OCc2nnc(SCC(=O)N3CCCC3)o2)cc1 | 0.8% | 4.6% | 22.8 | 11.7% | -18.3% | i | -0.7 | -1.1% | u
CCC(=O)N1CCCC(C(=O)NS(=O)(=O)c2cc(C)c(Cl)cc2C)CC1 (stereo not drawn) | -0.4% | -10.0% | 0.4 | 10.4% | 0.7% | -16.0% | 0.9 | 5.2% | 4.1%
COC(=O)NNC(=O)c1ccccc1OC | 0.3% | 4.9% | -8.9 | 8.5% | -11.0% | i | 1.5 | -5.1% | -1.7%
CC1CCCCC12NC(=O)N(CC(=O)Nc1ccc(Cl)c(S(=O)(=O)N3CCOCC3)c1)C2=O (stereo not drawn) | 14.5% | -6.6% | -6.9 | 26.1% | 0.0% | -15.7% | 6.9 | -23.8% | 0.8%
CCOC(=O)Cc1c(C)nc(SC)[nH]c1=O | -0.1% | -1.5% | 20.2 | -1.2% | 7.8% | i | -10.8 | -25.7% | 0.6%
O=C(Nc1ccccc1)N1CCn2c1nc1ccccc12 | 9.5% | 3.9% | 17.6 | 3.8% | 3.7% | -1.1%[57.5 µM] | -1.3 | u | 7.6%
Cc1ccsc1C1C=C(c2cccc(Br)c2)Nc2ncnn21 (stereo not drawn) | 3.2% | 189.1%[activator] | 20.7 | u | -8.8% | -20.3%[57.5 µM] | 0.2 | u | -1.2%
CCOc1cc2c(cc1O)CCC1C2CCC2(C)C(O)CCC12 (stereo not drawn) | 0.6% | 9.4% | -3.2 | u | u | i | -1.6 | 15.8µM* | 0.7%
O=C(Nc1ccccc1Oc1ccsc1C(=O)O)c1ccccc1F | -4.6% | 2.6% | 16.1 | 14.7% | 0.8% | 12.0% | -5.7 | 8.9% | 1.9%
COc1nnc(-c2ccc(C)c(S(=O)(=O)N(C)C)c2)c2ccccc12 | 12.9% | -1.4% | 11.0 | 4.4% | 0.0% | -19.6% | 3.9 | 19.7% | 16.9%
O=C(C1=C[C@@H](C2CCCCC2)C[C@@H](OCc2ccc(CO)cc2)O1)N1CCOCC1 | 0.9% | -4.5% | -1.8 | 7.5% | 0.0% | 14.1% | 2.1 | -14.9% | -14.0%
COCCNc1nnc(SCC(=O)NNC(=O)c2ccc([N+](=O)[O-])cc2)s1 | 11.0% | -5.9% | -8.2 | 3.5% | -1.1% | i | 1.3 | -24.3% | -1.0%
CC(NC(=O)Cc1cccs1)c1ccncc1 (stereo not drawn) | 0.1% | -30.3% | -10.5 | 12.7% | 2.1% | i | 1.3 | 6.9% | 4.0%
COCCNC(=O)C1CCCN(C(=O)c2cc(C)n(C(C)(C)C)n2)CC1 (stereo not drawn) | 7.9% | 3.8% | 45.8 | 15.3% | 3.2% | i | 9.1 | 0.0% | -1.6%
CC(=O)N1CCC(N(Cc2ccco2)C(=O)Nc2cccc(C)c2)CC1 | x | -8.8% | x | 9.8% | u | i | -15.0 | -22.0% | x
Cc1ccc2cc(C(c3nnnn3C(C)(C)C)N3CCCCCC3)c(=O)[nH]c2c1 (stereo not drawn) | 6.8% | 2.5% | 16.5 | 6.7% | -1.1% | -3.5%[57.5 µM] | 14.3 | -8.9% | -0.4%
CCOC(=O)c1c(C)[nH]c(C)c1S(=O)(=O)N1CCCC(C(=O)NCc2ccccc2Cl)C1 (stereo not drawn) | x | 1.3% | x | 1.6% | 27.7% | i | 3.4 | 8.7% | x
CCOC(=O)CN1N=C(/C=C/c2ccc(OCC)cc2)CCC1=O | 24.4% | -1.5% | -2.8 | -9.3% | u | -8.5% | 0.3 | 11.3% | 9.9%
CCN(CC(=O)NCc1cccs1)C(=O)c1cccc(S(=O)(=O)N2CCc3ccccc32)c1 | 2.2% | -5.6% | 10.4 | u | -19.6% | i | -9.1 | x | 2.8%
CCCN(CCC)C(=O)Cn1c(=O)n(CCCC(=O)NCc2ccco2)c(=O)c2sccc21 | 9.4% | -0.9% | 2.0 | -6.6% | 3.6% | -15.5% | 23.1 | -9.8% | -2.6%
O=C(CN1C(=O)c2cccc([N+](=O)[O-])c2C1=O)N1CCc2ccccc2C1 | -1.2% | 5.6% | 14.6 | 8.6% | 22.7% | -9.5% | -8.9 | 0.0% | 7.0%
COc1ccc(NC(=O)CCc2c(C)nn(-c3ccc(N4CCCCC4)nn3)c2C)cc1Cl | x | 3.7% | x | -6.7% | x | -31.2%[inhibitor] | 5.3 | 14.7% | x
O=C(NC12CC3CC(CC(C3)C1)C2)N1CC2Cc3cccc(=O)n3C(C2)C1 (stereo not drawn) | -10.7% | 7.4% | 0.0 | 1.2% | -9.8% | i | -0.7 | -4.8% | 12.9%
CCCn1nc(CC(=O)OCC)c2ccccc2c1=O | 6.9% | -6.6% | -6.5 | 19.5% | 0.0% | i | 2.1 | -3.1% | -2.5%
O=C(NC(Cc1ccccc1)C(=O)O)/C(=C/c1ccc([N+](=O)[O-])cc1)NC(=O)c1ccccc1 (stereo not drawn) | 0.5% | 20.5% | -3.4 | -0.9% | 4.9% | -6.2% | -10.4 | -12.9% | -1.5%
COCc1cc(C)nc(Nc2ccccc2OC)c1C#N | 6.5% | 14.0% | -2.0 | 2.0% | -14.3% | -5.8% | 6.1 | 0.4% | -3.0%
COc1ccccc1/C=C/C1(C(=O)NC2CCCC2)CC(=O)N1c1ccccc1 (stereo not drawn) | 8.1% | -21.4% | -11.4 | 3.16µM* | 3.66µM* | i | -3.7 | 19.6% | 1.8%
Cc1cccc(NC(=S)NCCc2ccc(F)cc2)c1C | 22.2% | u | -23.2 | u | -11.6% | -6.8% | 0.0 | 25.2% | -6.5%
C[C@]12CCC(=O)C=C1CC[C@@H]1[C@@H]2[C@@H](O)C[C@@]2(C)[C@H]1CC[C@]2(O)C(=O)COC(=O)CCC(=O)O | -3.1%&-1.1%&-3.4% | 3.0%&-8.9% | -60.8*! | -9.5%&-14.5% | -22.3%&1.8% | -27.2%&-17.8% | -91.9&23.3&-5.0 | 9.0%&3.6% | -2.5%&-0.9%
Cc1nnc(NC(=O)CN2CC(C)OC(C)C2)s1 (stereo not drawn) | 4.9% | -8.9% | -7.0 | 4.4% | 14.4% | -1.7% | 4.2 | -8.5% | 1.2%
Cc1ccccc1Nc1nc(-c2ccccc2)c(C(=O)Nc2cccnc2)s1 | 10.4% | -3.4% | -6.0 | u | 18.2% | -15.8% | -0.2 | u | -6.0%
O=C(CCCn1c(=O)c2sccc2n(Cc2cccc(Cl)c2)c1=O)NCc1ccc2c(c1)OCO2 | x | 1.7% | x | 1.9% | x | i | -4.7 | -3.6% | x
COc1ccc(-c2cc(C)no2)cc1S(=O)(=O)N(C)c1ccc(C)c(C)c1 | 14.2% | 0.6% | -21.3 | u | -17.0% | -18.2% | 15.0 | 21.6% | 16.8%
Cc1noc(Cn2c(=O)c3cc4c(cc3n(CC(=O)Nc3cccc(Cl)c3)c2=O)OCO4)n1 | x | 2.0% | x | 7.8% | 12.5% | -0.1% | 4.6 | 16.7% | x
CCCn1c(CCc2ccccc2)nnc1SCC(=O)N1CCCC1 | -1.7% | -15.2% | -15.3 | -11.1% | -19.8% | i | -3.5 | -15.5% | -4.3%
Cc1ccccc1NC(=O)c1c(NC(=O)c2ccncc2)sc2c1CCC(C(C)(C)C)C2 (stereo not drawn) | x | 13.9% | x | 6.9% | u | -21.9% | 1.4 | 13.1% | x

These rows are one share of the data, so the mix of outcomes need not match the whole.
